Source: PubChem
CHO parental Ca = counter-screen for OX1R antagonists: effect in parental CHO cells; parental CHO-K1, ATP-induced calcium, Fluo-8 fluorescence; inhibition, % at 5.6 µM; hit rate 0.63% among 330,000; AID 463079;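 active means inhibition above that plate's mean sample inhibition plus 3 SD, cut at about 26% in these data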;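 further: 0% = ATP-challenged DMSO wells and 100% = DMSO wells without ATP; some compounds past the cut are filed as inactive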
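Test system: parental CHO cells; detection: calcium-sensitive Fluo-8 fluorescence; evaluation: percent inhibition of calcium signal; also added: ATP as calcium-mobilizing challenge; repeats: one well per compound; control set: ATP-challenged DMSO wells low, unchallenged DMSO wells high; compound: single nominal dose of 5.6 µM per compound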
CHO-K1 Ca PAM = counter-screen for M1 PAMs: effect in parental CHO-K1 cells. ATP EC20, Fluo-8 calcium fluorescence; 0% at ATP EC20, 100% at ATP max. activation, % at 3 µM. hit rate 0.02% among 360,000. AID 602247;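 active means activation above the run cutoff, the mean activation of all test compounds plus 3 SD, cut at about 40% in these data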;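 further: peak over basal fluorescence ratio in a 140 s read after ATP addition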
TAAR1 ag = human TAAR1 agonism; AID 624467; CHO RD-HGA16 TAAR1, Fluo-8 calcium fluorescence; vehicle wells 0%, saturating PEA agonist 100%; hit rate 0.99% among 360,000; activation, % at 3 µM; Q96RJ0;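 active means activation above the mean activation of all test compounds in the run plus 3 SD, cut at about 38% in these data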
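Repeats: no replicates (n 1) | Material: CHO-derived RD-HGA16 cells with stable Gα16 and human TAAR1 | Technique: Kinetic Fluo-8 calcium fluorescence | Schedule: 17-24 h seeding, 75 min 37 °C dye, 30 min RT | Evaluation: % activation from peak over basal fluorescence ratio, DMSO-to-PEA scaled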
OXTR potentiate = human OXTR potentiation; P30559; activation, % at 3 µM; CHO-OTR cells, Fluo-8 calcium fluorescence, potentiator mode; 0% = oxytocin EC15, 100% = EC100; hit rate 0.061% among 320,000;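 active means activation above that plate's cutoff, the mean activation of tested compounds plus 3 SD, cut at about 6.6% in these data, passing the limit was not always enough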;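 further: 100% uses oxytocin at 75 nM as the full agonist control; some results filed as inactive read as strong as hits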
Target sequence (P30559 whole entry, looked up): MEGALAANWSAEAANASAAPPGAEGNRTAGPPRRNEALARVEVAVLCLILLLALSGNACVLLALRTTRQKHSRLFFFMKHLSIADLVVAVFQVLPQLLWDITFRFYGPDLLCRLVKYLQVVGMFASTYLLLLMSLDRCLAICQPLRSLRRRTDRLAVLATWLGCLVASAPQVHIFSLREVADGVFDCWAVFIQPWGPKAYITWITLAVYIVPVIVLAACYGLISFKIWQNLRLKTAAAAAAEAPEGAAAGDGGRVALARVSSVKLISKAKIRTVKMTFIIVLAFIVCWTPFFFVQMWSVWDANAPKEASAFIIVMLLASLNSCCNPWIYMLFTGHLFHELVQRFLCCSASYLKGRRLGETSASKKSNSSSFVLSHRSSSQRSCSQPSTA
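System: human OTR in CHO cells; Also added: sub-maximal oxytocin, roughly EC15; Timing: compound 6 min at room temperature before oxytocin, 100 s read; Technique: Fluo-8 intracellular calcium fluorescence, ex 470-495, em 515-575 nm; Controls: oxytocin EC15 low and EC100 high; Replication: singlicate.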
TAAR1 antagonist = human TAAR1 antagonism; Q96RJ0; CHO RD-HGA16 TAAR1, Fluo-8 calcium fluorescence, antagonist; inhibition, % at 3 µM; hit rate 1.5% among 360,000; AID 624466;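 active means inhibition above a per-plate cutoff, the mean inhibition of test compounds on that plate plus 3 SD, cut at about 49% in these data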;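 further: 0% = DMSO plus EC80 beta-PEA response and 100% = DMSO alone without agonist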
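System: CHO RD-HGA16 cells bearing hTAAR1. Reagent: EC80 β-phenethylamine stimulus. Schedule: seeding 17-24 h prior, 75-min 37 °C, 30-min RT dye loading. Signal: Fluo-8 intracellular calcium dye fluorescence, real-time kinetic reads. Read-out: % inhibition from peak post-agonist over basal fluorescence ratio. Benchmarks: vehicle wells and EC80 agonist wells. Replicates: n of 1.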
M1 ag = activates human CHRM1 receptor | P11229 | hit rate 0.33% among 360,000 | CHO-K1 hM1, Fluo-8 calcium fluorescence, agonist mode; 0% DMSO, 100% acetylcholine EC100 | activation, % at 3 µM | AID 588814;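 active means activation above the run's mean compound activation plus 3 SD, cut at about 16% in these data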;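 further: peak over basal fluorescence ratio within a 140 s kinetic read after compound addition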
Target sequence (P11229 whole entry, looked up): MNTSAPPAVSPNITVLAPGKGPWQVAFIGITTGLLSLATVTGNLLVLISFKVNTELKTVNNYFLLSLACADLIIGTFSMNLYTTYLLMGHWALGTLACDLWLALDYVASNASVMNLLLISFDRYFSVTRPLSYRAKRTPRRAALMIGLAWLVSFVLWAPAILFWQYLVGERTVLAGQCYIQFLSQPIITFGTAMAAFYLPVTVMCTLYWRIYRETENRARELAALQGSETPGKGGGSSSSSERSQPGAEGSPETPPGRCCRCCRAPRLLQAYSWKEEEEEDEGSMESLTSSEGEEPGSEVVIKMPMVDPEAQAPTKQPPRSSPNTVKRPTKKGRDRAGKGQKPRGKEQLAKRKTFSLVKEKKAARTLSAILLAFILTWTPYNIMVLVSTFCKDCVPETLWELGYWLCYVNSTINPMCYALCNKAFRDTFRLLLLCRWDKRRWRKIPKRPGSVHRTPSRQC
CHO-K1 Ca ag = M1 agonist counterscreen hit in parental CHO-K1 cells. activation, % at 3 µM. AID 602248. hit rate 0.48% among 360,000. Fluo-8 calcium fluorescence; scaled to maximal ATP response, vehicle zero; in the data active means activation above about 15%;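 further: untransfected CHO-K1 host cells lacking M1 receptor as counterscreen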
CHO-K1 Ca antag = nonselective inhibitor or artifact in parental CHO-K1 cells | inhibition, % at 3 µM | ATP-induced calcium, Fluo-8 fluorescence | AID 602250 | hit rate 0.6% among 360,000;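 active means inhibition above a per-plate cutoff, the plate's mean sample inhibition plus 3 SD, cut at about 24% in these data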;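 further: 0% = DMSO plus EC80 ATP and 100% = DMSO alone without ATP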
M1 antag = antagonists of human M1 muscarinic receptor | CHO-K1 hM1, Fluo-8 calcium fluorescence, ACh EC80 antagonist | inhibition, % at 3 µM | hit rate 1.3% among 360,000 | AID 588852;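 active means percent inhibition above its own plate's cutoff, namely the mean of that plate's compound wells plus 3 SD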;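 further: peak over basal fluorescence ratio during 140 s after agonist addition; 0% = ACh EC80 plus DMSO and 100% = DMSO alone without agonist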
* hit, by the source's call; . = not tested or not shown.

SMILES | CHO parental Ca | CHO-K1 Ca PAM | TAAR1 ag | OXTR potentiate | TAAR1 antagonist | M1 ag | CHO-K1 Ca ag | CHO-K1 Ca antag | M1 antag
Cc1ccc(CNC(=O)[C@H](Cc2ccccc2)NC(=O)c2ccco2)cc1 | -12 | -5 | 6 | -4 | -16 | -1 | 2.0 | -12 | -5
CCCN(CC(=O)Nc1ccc(F)c(F)c1F)C(=O)Cc1ccc(S(=O)(=O)N2CCOCC2)s1 | -6 | -15 | 1 | -9 | 8 | -4 | 0.2 | 1 | 7
CCOC(=O)NC(=O)CSc1nc2ccc(OCC)cc2[nH]1 | -11 | 2 | 1 | -13 | 3 | -1 | -0.4 | 16 | -10
Cc1nn(C)c(C)c1N1C(=O)c2cccc3c(Br)ccc(c23)C1=O | 3 | 0 | 17 | -16 | 9 | -1 | 2.9 | 2 | 6
CN1CCC(C(=O)N2CCCC(C(=O)c3ccc4c5c(cccc35)CC4)C2)CC1 (stereo not given) | -16 | 4 | 1 | -6 | -12 | -10 | -0.1 | 1 | -6
O=C(Nc1cc(C(F)(F)F)ccc1-n1cncn1)c1ccc([N+](=O)[O-])o1 | -22 | -18 | 3 | 1 | -9 | -3 | 0.3 | 4 | -3
COc1cnc(-c2ccccn2)[nH]c1=O | 4 | -15 | 1 | -4 | -2 | -5 | 0.1 | 18 | -7
O=C(O)[C@H]1CCCN1C(=O)c1ccccc1N1C(=O)[C@@H]2Cc3c([nH]c4ccccc34)C(c3cccc(Cl)c3)N2C1=O (stereo not given in full) | -10 | 7 | -1 | 8 | -8 | -5 | 0.0 | -3 | -5
c1ccc2c(c1)Oc1cccc3cccc-2c13 | 3 | 12 | -1 | 5 | -41 | 0 | 0.5 | -7 | -22
COC(=O)c1c(NC(=O)c2ccccc2)sc(C(=O)c2ccccc2)c1C | -14 | 15 | 6 | 0 | -11 | -2 | 0.6 | -3 | -3
COc1ccc(CCC(=O)O)cc1OC | -4 | 17 | 2 | 6 | -16 | -2 | 0.8 | -5 | -5
CCc1ccccc1NC(=O)NC1CCCCC1 | -2 | 13 | 8 | -5 | -2 | -3 | 0.1 | 1 | -41
Cc1ccc(C(=O)NC2CCN(C(=O)Nc3ccccc3Cl)CC2)cc1 | -14 | 2 | -1 | 0 | -6 | -1 | 0.4 | -18 | -17
O=C(CCC(=O)c1cccs1)Nc1ccc(F)c(F)c1F | 3 | 0 | 1 | -4 | -23 | -6 | 0.1 | 11 | 4
CCOC(=O)/C(C#N)=C/C1=C(N2CCOCC2)C(C)(C)OCC1 | -23 | -7 | 0 | -3 | -11 | -4 | -0.1 | 7 | -18
CCc1ccc(C(=O)OCC(=O)N2CCCCCC2)cc1 | -5 | -3 | 3 | 6 | 3 | -7 | 0.1 | -7 | 7
O=C(Nc1ccc(Oc2ccccc2)cc1)c1ccco1 | 2 | 13 | . | -6 | . | -2 | 0.9 | 4 | -3
NC(=O)Cc1nc(-c2ccc([N+](=O)[O-])cc2)cs1 | -3 | -5 | 3 | 8 | 4 | -4 | 0.0 | 13 | 4
Cc1ccc(CNc2ncnc3ccc(-c4ccc(CO)o4)cc23)o1 | . | -2 | 0 | . | 7 | -9 | 1.1 | -8 | 1
Cc1cc(N)c(-n2cc3c(=O)n(C)c(=O)n(C)c3c2)cc1C | -20 | 13 | 0 | -4 | -7 | -1 | 0.0 | -7 | -33
CC(C)c1cc(C(=O)Nc2sc3c(c2C#N)CCC3)no1 | -15 | 14 | . | -9 | . | -1 | 1.6 | -4 | 1
COc1ccc(-n2nnc3c(=O)n(Cc4cccc(C)c4)cnc32)cc1 | -2 | 2 | 8 | -1 | 15 | -8 | 0.6 | -8 | 4
CN(CCOc1ccc(Cl)cc1)CC(=O)Nc1ccc(OC(F)(F)F)cc1 | -19 | 19 | 4 | -13 | 20 | -3 | -0.1 | 11 | -13
COc1ccccc1NS(=O)(=O)c1cccc(C(=O)N/N=C/c2c(C)nn(-c3ccccc3)c2N2CCCC2)c1 | -21 | -2 | -1 | -16 | 18 | -5 | 1.1 | 6 | 12
CCCCNC(=S)NC1CCCC1 | 0 | -7 | 5 | -3 | -36 | -3 | -0.4 | 7 | 15
CCCc1nc2ccccc2c(C(=O)OCC(=O)NC2CC2)c1CC | -26 | -10 | 4 | 2 | 4 | -5 | 1.5 | -7 | 13
CN(C)c1cc2c(cc1NC(=O)c1ccccc1Cl)n(C)c(=O)n2C | -9 | 8 | 0 | 7 | -12 | -2 | 5.2 | 6 | -5
CCN(CC)S(=O)(=O)c1cccc(-c2nnc(SCc3nnc(-c4cccs4)o3)n2N)c1 | -15 | -6 | 1 | -6 | -8 | -4 | 2.6 | -3 | -5
O=c1[nH]c(C2CCN(S(=O)(=O)c3ccccc3C(F)(F)F)CC2)nc2c1nnn2Cc1cccc(F)c1 | -3 | 3 | -2 | -10 | -2 | -5 | -0.3 | -13 | -3
Cc1c(C(=O)NNc2c(Cl)cccc2Cl)n(C)oc1=O | -5 | 7 | 3 | 0 | -5 | -2 | 0.5 | -10 | -4
COc1ccc([C@H]2C[C@@H](O)[C@H](n3cc(C4CC4)nn3)CN2C(=O)C2CCCCC2)cc1 | . | 17 | 8 | . | -15 | -1 | 0.3 | -13 | -5
CCOC(=O)c1sc(N(Cc2ccccc2)C(=O)CSc2ncn[nH]2)nc1C | -10 | 21 | 22 | -14 | -14 | -2 | 0.2 | -15 | -1
Cc1ccc(CNC(=O)CCSCCC(=O)NCc2ccc(C)cc2)cc1 | -15 | 7 | 7 | -1 | 5 | -2 | 0.5 | -10 | -3
O=C(c1ccccc1)N1CCN(C(=O)c2ccccc2)CC1 | -4 | 11 | 5 | 4 | -2 | -2 | 0.1 | -5 | -4
O=C(COCC(=O)N1CCOCC1)N1CCOCC1 | 8 | -10 | 8 | -4 | -1 | -3 | -0.7 | 15 | -1
O=C(O)c1cccc(S(=O)(=O)Nc2cccc(S(=O)(=O)N3CCCC3)c2)c1 | -18 | 9 | 2 | 3 | 13 | -4 | -0.4 | -6 | 1
Cc1ccccc1CCN1CCCC(CN(C)CC(C)(C)C)C1 (stereo not given) | -21 | -10 | 0 | 11 | -15 | -6 | -0.2 | 4 | -6
C/C(=N\NC(=O)CNC(=O)c1ccc2c(c1)OCO2)c1ccco1 | -10 | 2 | -1 | -6 | 4 | -8 | -0.9 | 5 | 4
CCOC(=O)C1=CN(Cc2ccc(Br)cc2)S(=O)(=O)N(C)C1C (stereo not given) | -13 | 15 | 1 | . | 18 | -5 | -0.1 | -10 | -12
CN1CCN(C2CCCCCC2)CC1 | -8 | 16 | 2 | -1 | -22 | -5 | 0.5 | -5 | -8
O=C(NCCCN1CCCC1=O)c1ccc2c(=O)n(-c3ccc(F)cc3)c(=S)[nH]c2c1 | -6 | . | 9 | -7 | -36 | . | . | . | .
CC(C)c1ccc(NC(=O)NC2CCN(CC(=O)Nc3cccc4ccccc34)CC2)cc1 | -24 | 21 | 1 | -11 | 5 | 1 | 0.6 | -10 | 1
COc1ccc(Br)c(Cn2c(C)c(C(=O)NCc3cccs3)sc2=O)c1 | . | 25 | 0 | . | 3 | -7 | 3.5 | -9 | -3
CCn1cc(CN2CCCC(CNS(=O)(=O)c3ccc(OC)cc3)C2)cn1 (stereo not given) | . | -11 | 0 | . | -9 | -5 | 0.3 | 1 | 0
CC1=NN(C(=O)c2ccccc2Cl)C(O)(c2ccccc2)C1 (stereo not given) | -8 | 13 | 5 | -7 | -13 | -5 | 0.5 | -8 | -10
CCOC(=O)c1nc(S(C)(=O)=O)ncc1N1CCOCC1 | 8 | 13 | 3 | -2 | -13 | -6 | 2.7 | -3 | 13
CC(C)(C)NC(=O)CSc1nnc(NC(=O)c2ccccc2Cl)s1 | -16 | -1 | 4 | -3 | 5 | 3 | -0.6 | 4 | -11
CC1CCCC(C)N1C(=O)CSc1nnc(NC(=O)c2cccs2)s1 (stereo not given) | -16 | -3 | 12 | -12 | 4 | -1 | 0.6 | 13 | -11
Cc1ccc2occ(/C=N/NC(=O)c3ccc(Cl)cc3)c(=O)c2c1 | -10 | -5 | 3 | -13 | -9 | 6 | 0.3 | -5 | -4
O=C(N/N=C/c1cn(Cc2ccccc2)c2ccccc12)c1cccnc1 | -17 | 18 | 5 | -13 | 14 | -4 | 7.1 | -4 | -5
Cc1nc(SCC(=O)NC2(C#N)CCCC2)n(CC(C)C)c1C | . | 11 | 1 | . | -11 | -6 | 0.9 | -11 | -2
CCCn1nc(NC(=O)c2cccs2)c2cc3cc(OC)ccc3nc21 | -22 | 15 | 3 | 0 | 20 | -5 | 2.0 | 6 | -14
Cc1noc(C)c1NC(=O)N(C)C[C@@H]1Oc2c(NC(=O)c3ccncc3)cccc2C(=O)N([C@H](C)CO)C[C@@H]1C | -2 | -14 | 2 | 7 | 4 | 0 | -0.2 | 6 | -7
CC(CN(C(N)=O)c1ccccc1O)C(=O)O (stereo not given) | -6 | 12 | 6 | -9 | -16 | 2 | 0.6 | 8 | -5
O=C1Nc2ccccc2N(C(=O)c2ccc(-c3ccccc3)cc2)C1c1nc2ccccc2[nH]1 (stereo not given) | . | 0 | -1 | . | 7 | . | 0.3 | -9 | .
O=C(NCCC1=CCCCC1)NC1CCCCC1 | -2 | 17 | 3 | -7 | -6 | -4 | 1.5 | -4 | -4
Cc1cc(NC2CCCCC2)nc(-c2ccccc2O)n1 | -26 | -6 | 3 | -5 | -5 | -3 | -0.4 | 13 | 7
CCCCC(=O)Nc1cccc(-c2nc3ncccc3o2)c1C | -11 | 6 | 1 | -21 | -9 | -7 | 2.8 | -16 | -5
Cc1csc(NC(=O)C2CCN(S(=O)(=O)c3cccs3)CC2)n1 | -5 | -24 | 5 | 0 | -20 | -3 | 1.9 | 3 | 10
COC(=O)c1ccc(CNC(=O)c2ccccc2C(=O)NCC2(CBr)OCCO2)cc1 | . | 17 | 3 | . | -5 | -2 | 1.8 | -15 | -12
CN(C(=O)Nc1ccc(C(C)(C)C)cc1)C1CCCCC1 | -8 | 10 | 2 | -5 | -12 | -3 | 1.0 | -8 | -5
CN(C)CCCNS(=O)(=O)c1ccc(-n2nnc3ccccc32)c([N+](=O)[O-])c1 | -20 | -13 | -3 | -4 | 2 | -12 | 0.1 | 2 | -9

The order is random; about 4.2% have a hit in one of these screens.
